High-throughput results as filed in PubChem.
T cruzi growth: inhibitors of T. cruzi proliferation. 77,000 tested, 5.9% active. inhibition, % at 8.34 µM. T. cruzi beta-gal in NIH3T3, GalScreen luminescence, 90 h;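 active means mean inhibition above about 93%, with at least 55% of replicates each passing it, limit read from the data, passing the limit was not always enough; inconclusive means only one of those two conditions holds; inactive means neither condition holds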
C diff growth: blocks growth of Clostridium difficile | AID 1259249 | 86,000 tested, 0.25% active | growth activity, negative = inhibition, % at 16 µg/mL (by protocol) | Clostridium difficile clinical isolate growth, OD600, 24 h; stronger effect = lower value;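 active means mean growth activity at or below -80% and every replicate also at or below -80%; inconclusive means mean at or below -80% but some replicate above -80%; inactive means mean growth activity above -80%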;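 further: 0% = DMSO wells and -100% = levofloxacin 16 µg/mL wells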
Pf Dd2 growth: blocks growth of Plasmodium falciparum Dd2 parasites. P. falciparum Dd2 growth, SYBR Green, 72 h; stronger effect = lower value. activity change, % at 10 µM. 94,000 tested, 2.3% active. AID 1159554; in the data active means activity change below about -80%; inconclusive means no clear call, values can overlap the other calls
KDM4C inh: blocks human GASC-1 (KDM4C) demethylase activity; Q9H3R0; GST-KDM4C 2-372, H3K9me3 peptide, LANCE TR-FRET; inhibition, % at 12.5 µM; 96,000 tested, 0.15% active;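 active means mean replicate inhibition above about 25%, with at least 55% of replicates also reaching it, limit read from the data, passing the limit was not always enough; inconclusive means only one of those two conditions met; inactive means neither condition met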
Target sequence (Q9H3R0 2-372 limits assumed): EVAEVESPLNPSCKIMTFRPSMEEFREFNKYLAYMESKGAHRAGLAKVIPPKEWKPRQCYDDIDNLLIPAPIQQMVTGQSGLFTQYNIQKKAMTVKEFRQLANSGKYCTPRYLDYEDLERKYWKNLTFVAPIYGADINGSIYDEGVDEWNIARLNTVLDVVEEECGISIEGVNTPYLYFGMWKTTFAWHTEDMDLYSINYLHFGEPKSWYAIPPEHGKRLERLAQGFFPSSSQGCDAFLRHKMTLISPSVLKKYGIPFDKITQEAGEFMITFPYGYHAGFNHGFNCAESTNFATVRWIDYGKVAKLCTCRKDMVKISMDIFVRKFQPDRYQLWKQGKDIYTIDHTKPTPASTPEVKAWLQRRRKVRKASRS
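material = GST-tagged GASC-1 (JMJD2C) catalytic fragment, aa 2-372 | amount = enzyme final amount 10 nM | medium = HEPES buffer, pH 7.5, plus ascorbate | also added = H3K9me3 peptide substrate, Fe(II), 2-oxoglutarate | dosing = single dose | times = 30 min demethylation and 1 h detection at room temperature | detection = LANCE TR-FRET | read-out basis = Fall in 671/618 emission ratio as inhibition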
Starred values were filed as active, the others as inactive; ? = inconclusive; . = not tested or not shown; & = joins results of further samples; ! = not active in a repeat.

The line under a structure holds: T cruzi growth	C diff growth	Pf Dd2 growth	KDM4C inh
> CO[C@H]1CN(C)C(=O)c2ccc(NC(=O)C3CCCC3)cc2OC[C@@H](C)N(C(=O)CC2CC2)C[C@@H]1C
  69	.	-1	5.6
> O=C(C[C@@H]1CC[C@@H]2[C@H](COC[C@@H](O)CN2S(=O)(=O)c2ccc(Cl)cc2)O1)NCCN1CCCC1
  -24	4	-8	0.2
> Cc1ccccc1-c1ccc(C2[C@H]3CNC[C@@H]2N3C(=O)Nc2ccc(Cl)cc2)cc1 (stereo partly specified)
  .	-97*!	14&16	-2.2
> C[C@@H]1CN([C@H](C)CO)C(=O)c2cc(C3=CCCCC3)cnc2O[C@H]1CN(C)Cc1ccc(C(=O)O)cc1
  .	-8	16	-0.5
> COCC(=O)Nc1ccc2c(c1)OC[C@@H](C)N(Cc1cccc(F)c1)C[C@@H](C)[C@@H](OC)CN(C)C2=O
  3	.	-16	0.0
> CO[C@H]1CN(C)C(=O)c2ccc(NC(=O)Nc3ccccc3F)cc2OC[C@@H](C)N(CC2CC2)C[C@H]1C
  -37	.	-24	11
> CNC[C@H]1Oc2ncc(C#CC3(O)CCCC3)cc2C(=O)N([C@H](C)CO)C[C@@H]1C
  .	1	-2	-0.3
> C[C@@H]1CN([C@H](C)CO)S(=O)(=O)c2ccc(-c3ccncc3)cc2O[C@@H]1CN(C)C(=O)c1cccc(F)c1
  104*	2	-21	0.5
> COC(=O)[C@@H]1[C@@H](CO)[C@@H]2Cn3c(ccc(-c4cccc(F)c4)c3=O)[C@@H]2N1CC1CC1
  94	-1	12	1.5
> CN1C[C@H](O)COC[C@H]2O[C@H](CC(=O)N3CCN(c4ccccc4)CC3)CC[C@@H]21
  22	-5&-9	-6	-0.7
> CN(C)C(=O)C[C@@H]1C[C@@H]2c3cc(NS(=O)(=O)c4ccccc4)ccc3O[C@@H]2[C@@H](CO)O1
  -1	-3	20	-0.9
> C[C@H]1CN([C@@H](C)CO)S(=O)(=O)c2ccc(C#CC3CC3)cc2O[C@H]1CN(C)C(=O)C1CC1
  2	1	-32	1.5
> COc1ccc(NC(=O)N(C)C[C@@H]2Oc3ccc(NS(=O)(=O)c4cccs4)cc3C(=O)N([C@@H](C)CO)C[C@@H]2C)cc1
  20	.	19	-1.2
> CC(=O)N(C)C[C@@H]1Oc2cc(C#CCC(C)C)ccc2S(=O)(=O)N([C@H](C)CO)C[C@@H]1C
  17	-5	-31	-1.1
> C[C@H]1CCCCO[C@@H](CN(C)C(=O)NC2CCCCC2)[C@@H](C)CN([C@@H](C)CO)C(=O)c2cc(NS(=O)(=O)c3ccc(Cl)cc3)ccc2O1
  ?	10	-36	-1.3
> Cc1ccc(S(=O)(=O)Nc2ccc3c(c2)C(=O)N([C@H](C)CO)C[C@@H](C)[C@@H](CN(C)S(C)(=O)=O)O3)cc1
  -17	-3	30	1.4
> O=C(CC1CC1)N1CC2(C1)[C@@H](c1ccccc1)[C@@H](CO)N2C(=O)c1ccccn1
  .	-6	-5	2.4
> CC(C)NC(=O)N[C@H]1C=C[C@@H](CC(=O)NCCN2CCCC2)O[C@H]1CO
  .	3	10	2.2
> O=C(C[C@H]1C[C@@H]2c3cc(NC(=O)Nc4ccccc4)ccc3O[C@@H]2[C@H](CO)O1)NCc1cccnc1
  -24	0	8	-2.2
> CNC[C@@H]1Oc2ccc(NC(=O)Nc3cccc4ccccc34)cc2CC(=O)N([C@H](C)CO)C[C@@H]1C
  7	-2	-13	-0.6
> C[C@@H]1CN([C@H](C)CO)C(=O)c2ccccc2-c2ccccc2CO[C@H]1CN(C)C(=O)[C@H]1CCCN1C
  -42	0	-15	1.9
> COc1ccc(NC(=O)Nc2ccc3c(c2)[C@@H]2C[C@H](CC(=O)NC4CCCCC4)O[C@H](CO)[C@@H]2O3)cc1
  -58	-3	-36	-0.4
> O=C(NCC[C@H]1CC[C@H](NC(=O)C2CCOCC2)[C@H](CO)O1)c1cc(Cl)cc(Cl)c1
  45	.	7	3.5
> COc1ccc2c3c(n(C)c2c1)[C@H](CO)N(Cc1ccncc1)CC31CCN(C(=O)C2CCC2)CC1
  .	2	-35	1.7
> CCC(=O)Nc1ccc2c(c1)C(=O)N(C)[C@@H]1CC[C@H](CC(=O)NC3Cc4ccccc4C3)O[C@@H]1CO2
  50	-1	5	-0.2
> CCS(=O)(=O)N(C)C[C@@H]1N[C@H](CO)[C@@H]1c1ccc(C2=CCCCC2)cc1
  .	-2	-53	-8.2
> Cc1noc(C)c1NC(=O)N(C)C[C@H]1OCCCC[C@@H](C)Oc2ccc(NC(=O)Nc3cccc4ccccc34)cc2C(=O)N([C@H](C)CO)C[C@@H]1C
  -16	3	40	0.4
> COc1ccc(CN2C[C@H](O)COC[C@@H]3O[C@@H](CC(=O)N(C)C)CC[C@H]32)cc1
  36	-1&-5	20	-2.9
> COc1ccc(S(=O)(=O)Nc2ccc3c(c2)C(=O)N([C@H](C)CO)C[C@H](C)[C@H](CN(C)S(=O)(=O)c2ccc(C)cc2)OCCCC[C@H](C)O3)cc1
  .	.	-49	1.3
> Cc1noc(C)c1S(=O)(=O)Nc1ccc2c(c1)C(=O)N([C@@H](C)CO)C[C@H](C)[C@H](CN(C)C(=O)NC1CCCCC1)OCCCC[C@H](C)O2
  13	1	-44	0.7

Next results:
The line under a structure holds: T cruzi growth	C diff growth	Pf Dd2 growth	KDM4C inh
> C[C@@H]1CCCCO[C@@H](CN(C)Cc2ccc(C(=O)O)cc2)[C@H](C)CN([C@H](C)CO)C(=O)c2cc(NC(=O)Cc3ccccc3)ccc2O1
  23	-6	-3	-1.0
> COc1ccc2c3c(n(C)c2c1)[C@@H](CO)N(C(=O)Nc1ccc(F)cc1)CC31CN(C(=O)c2ccccc2F)C1
  .	-2	-92*	-4.5
> C[C@H]1CN([C@@H](C)CO)C(=O)Cc2cc(NS(=O)(=O)c3cccs3)ccc2O[C@@H]1CN(C)Cc1ccccc1
  71	0	-4	3.0
> C/C=C/c1ccc([C@H]2[C@@H](CO)N(C(C)=O)[C@@H]2CN(CCC)C(C)=O)cc1
  71&51	19&-5	20&15	-1.0
> C[C@@H]1CN([C@@H](C)CO)C(=O)c2cc(NC(=O)Nc3ccccc3)ccc2O[C@@H](C)CCCCO[C@H]1CN(C)Cc1ccccc1
  .	.	-67	-0.2
> N#C[C@H]1[C@H](c2ccc(C#Cc3ccc(F)cc3)cc2)[C@H](CO)N1c1nc(-c2ccccc2)cs1
  88	-4	-10	-1.4
> CN1C(=O)c2cc(NC(=O)Nc3ccccc3)ccc2OC[C@H]2O[C@@H](CC(=O)O)CC[C@@H]21
  4	-1	.	0.4
> CCCNC(=O)N1[C@H](CO)[C@H](c2ccccc2-c2ccccc2F)[C@@H]1C#N
  .	-2	-4	0.1
> COc1ccc(S(=O)(=O)Nc2ccc3c(c2)CC(=O)N([C@H](C)CO)C[C@H](C)[C@H](CN(C)Cc2ccc(C(F)(F)F)cc2)O3)cc1
  75	13	-16	-0.9
> COCC(=O)N1C[C@@H](C)[C@H](OC)CN(C)C(=O)c2cc(NC(=O)c3cc(C)on3)ccc2OC[C@H]1C
  59	.	3	-0.4
> CO[C@@H]1CN(C)C(=O)c2ccc(NS(C)(=O)=O)cc2OC[C@@H](C)N(C(=O)CC2CC2)C[C@H]1C
  -22	.	20	-0.5
> CC(=O)NC[C@@H]1[C@H](c2ccc(-c3cccc(F)c3)cc2)[C@@H](CO)N1C(C)=O
  73	-11	3	0.9
> CCCNC(=O)C[C@@H]1CC[C@H]2[C@@H](COC[C@@H](O)CN2C(=O)c2cc(Cl)cc(Cl)c2)O1
  11	.	6	-0.7
> C[C@H](O)C#Cc1ccc2c(c1)O[C@H](CN(C)C(=O)Cc1ccccn1)[C@H](C)CN([C@H](C)CO)S2(=O)=O
  39	2	7	1.8
> CCC(=O)N1CCCCN2[C@H](C1)[C@@H](c1ccc(C#Cc3ccccc3)cc1)[C@@H]2CO
  94	-9	-5	0.4
> C[C@H](CO)N1C[C@H](C)[C@@H](CN(C)C(=O)Nc2ccc3c(c2)OCO3)Oc2ccc(NC(=O)Nc3ccc4c(c3)OCO4)cc2C1=O
  .	-5	22	1.6
> C[C@H]1CN([C@@H](C)CO)C(=O)c2cc(NC(=O)Nc3cccc4ccccc34)ccc2O[C@H]1CN(C)S(=O)(=O)c1cn(C)cn1
  -26	.	0	-2.0
> C[C@@H]1CN([C@@H](C)CO)C(=O)c2cc(C#Cc3ccncc3)cnc2O[C@H]1CN(C)CC1CCCC1
  88	4	-31	-0.2
> COCC(=O)N1[C@@H](C#N)[C@H](c2ccc(-c3cccc(F)c3)cc2)[C@@H]1CO
  60	-1	-24	0.2
> N#C[C@@H]1[C@H](c2ccccc2C2=CCCC2)[C@@H](CO)N1C(=O)CN1CCOCC1
  .	-3	13	-1.4
> CN(C)CC(=O)N[C@@H]1CC[C@H](CC(=O)NCc2ccccc2F)O[C@H]1CO
  -10	2	-25	-0.3
> CN(C)CCCNC(=O)[C@@H]1[C@@H](CO)[C@@H]2Cn3c(cccc3=O)[C@H]1N2C(=O)Nc1cc(F)ccc1F
  26	4	.	1.4
> CCC(=O)Nc1ccc2c(c1)OC[C@@H](C)N(C(=O)CN(C)C)C[C@@H](C)[C@H](OC)CN(C)C2=O
  -31	.	27	-0.7
> C[C@H]1CN([C@@H](C)CO)C(=O)Cc2cc(NC(=O)Nc3ccc(C(F)(F)F)cc3)ccc2O[C@H]1CN(C)Cc1ccc(C(=O)O)cc1
  9	46	0	0.4
> CO[C@H]1CN(C)C(=O)c2cc(NC(=O)C3CC3)ccc2OC[C@@H](C)N(C(=O)c2ccccn2)C[C@@H]1C
  -60	.	.	-1.5
> Cc1cccc(S(=O)(=O)N(C)C[C@@H]2OCc3ccccc3-c3ccccc3C(=O)N([C@@H](C)CO)C[C@H]2C)c1
  59	.	-65	-0.3
> COc1ccc2c3c(n(C)c2c1)[C@H](CO)NCC31CN(S(=O)(=O)c2ccc(C)cc2)C1
  .	-15	-49	.
> CO[C@@H]1CN(C)C(=O)c2cc(NC(C)=O)ccc2OC[C@H](C)N(C(=O)CC2CC2)C[C@@H]1C
  8	-5	-12	1.1
> CCCNC(=O)C[C@@H]1CC[C@H]2[C@H](COc3ccc(NC(=O)c4cscn4)cc3C(=O)N2C)O1
  9	-3	-1	0.9
> O=C(C[C@@H]1C=C[C@H](NS(=O)(=O)c2ccccc2)[C@@H](CO)O1)N1CCC(Cc2ccccc2)CC1
  .	-6	27	1.7

Of the compounds above, five contain a Cl atom:
The line under a structure holds: T cruzi growth	C diff growth	Pf Dd2 growth	KDM4C inh
> O=C(C[C@@H]1CC[C@@H]2[C@H](COC[C@@H](O)CN2S(=O)(=O)c2ccc(Cl)cc2)O1)NCCN1CCCC1
  -24	4	-8	0.2
> Cc1ccccc1-c1ccc(C2[C@H]3CNC[C@@H]2N3C(=O)Nc2ccc(Cl)cc2)cc1 (stereo partly specified)
  .	-97*!	14&16	-2.2
> C[C@H]1CCCCO[C@@H](CN(C)C(=O)NC2CCCCC2)[C@@H](C)CN([C@@H](C)CO)C(=O)c2cc(NS(=O)(=O)c3ccc(Cl)cc3)ccc2O1
  ?	10	-36	-1.3
> O=C(NCC[C@H]1CC[C@H](NC(=O)C2CCOCC2)[C@H](CO)O1)c1cc(Cl)cc(Cl)c1
  45	.	7	3.5
> CCCNC(=O)C[C@@H]1CC[C@H]2[C@@H](COC[C@@H](O)CN2C(=O)c2cc(Cl)cc(Cl)c2)O1
  11	.	6	-0.7

More compounds
The line under a structure holds: T cruzi growth	C diff growth	Pf Dd2 growth	KDM4C inh
> C[C@@H]1CN([C@H](C)CO)C(=O)c2cccc(NC(=O)c3cnccn3)c2O[C@@H]1CN(C)CC1CCCCC1
  -27	3	-31	7.1
> COc1ccc(C#Cc2ccc([C@H]3[C@H](CO)N4C(=O)CN(C(=O)Nc5ccccc5F)C[C@@H]34)cc2)cc1
  .	-4	18	0.9
> O=C(CC1CC1)N1CC(=O)N2[C@H](C1)[C@@H](c1ccc(/C=C/c3ccccc3)cc1)[C@@H]2CO
  .	-8	-10	-0.8
> O=C(C[C@H]1C=C[C@H](NC(=O)C2CCOCC2)[C@@H](CO)O1)NCC1CCCCC1
  .	-1	.	0.2
> C[C@H]1CN([C@@H](C)CO)C(=O)c2cc(NC(=O)Cc3ccccc3)ccc2O[C@@H]1CN(C)CC1CCCCC1
  12	0	7	-0.7

Of the compounds above, these have a thiophene ring, fused or not:
The line under a structure holds: T cruzi growth	C diff growth	Pf Dd2 growth	KDM4C inh
> COc1ccc(NC(=O)N(C)C[C@@H]2Oc3ccc(NS(=O)(=O)c4cccs4)cc3C(=O)N([C@@H](C)CO)C[C@@H]2C)cc1
  20	.	19	-1.2
> C[C@H]1CN([C@@H](C)CO)C(=O)Cc2cc(NS(=O)(=O)c3cccs3)ccc2O[C@@H]1CN(C)Cc1ccccc1
  71	0	-4	3.0

Rows were taken by chance; about 6.7% have a hit in one of these screens.
